CHRM5 agonist = human M5 muscarinic receptor agonists, primary screen, CHO-K1 cells, Fluo-8 calcium fluorescence | AID 624037, 2012 | CHO-K1 hM5 cells; 0% DMSO wells, 100% maximal acetylcholine response | 0.19% of 360,000 active | Muscarinic acetylcholine receptor M5 (Homo sapiens), P08912 | activation, % at 3 µM;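 active = activation above the run's mean over test compounds plus 3 SD, cut at about 23% in these data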;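 note: signal is peak over basal fluorescence ratio across the kinetic read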
Target sequence (P08912 whole entry, looked up): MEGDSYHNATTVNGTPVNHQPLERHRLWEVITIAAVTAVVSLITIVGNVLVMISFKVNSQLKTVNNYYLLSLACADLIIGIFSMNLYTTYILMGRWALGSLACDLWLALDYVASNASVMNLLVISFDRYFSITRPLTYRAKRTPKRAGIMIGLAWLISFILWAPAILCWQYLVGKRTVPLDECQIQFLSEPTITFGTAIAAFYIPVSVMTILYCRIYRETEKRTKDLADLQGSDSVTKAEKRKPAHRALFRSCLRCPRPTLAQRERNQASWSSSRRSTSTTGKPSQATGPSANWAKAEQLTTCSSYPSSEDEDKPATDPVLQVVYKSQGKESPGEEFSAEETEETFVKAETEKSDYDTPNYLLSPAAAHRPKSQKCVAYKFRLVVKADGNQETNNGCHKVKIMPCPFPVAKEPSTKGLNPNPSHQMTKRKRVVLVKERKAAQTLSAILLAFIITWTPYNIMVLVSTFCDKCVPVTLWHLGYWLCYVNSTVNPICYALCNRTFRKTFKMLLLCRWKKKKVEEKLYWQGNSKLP
TAAR1 ag = human TAAR1 agonists, primary screen, Fluo-8 calcium fluorescence, CHO RD-HGA16 cells; vehicle wells 0%, saturating PEA agonist 100%; Trace amine-associated receptor 1 (Homo sapiens), Q96RJ0; 0.99% of 360,000 active; activation, % at 3 µM; AID 624467, 2012;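 active = activation above the mean activation of all test compounds in the run plus 3 SD, cut at about 38% in these data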
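Assay system: CHO-derived RD-HGA16 cells with stable Gα16 and human TAAR1; timing: 17-24 h seeding, 75 min 37 °C dye, 30 min RT; read-out: % activation from peak over basal fluorescence ratio, DMSO-to-PEA scaled; measured by: kinetic Fluo-8 calcium fluorescence; benchmarks: low control DMSO, high control PEA (EC100); doses: 3 µM single concentration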
M5 antag = human M5 muscarinic receptor antagonists, primary screen, CHO cells, Fluo-8 calcium fluorescence; inhibition, % at 3 µM; AID 624040, 2012; Muscarinic acetylcholine receptor M5 (Homo sapiens), P08912; 0.59% of 360,000 active; CHO-hM5 cells, ACh EC80;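 active = inhibition above a per-plate cutoff, the mean of that plate's test compounds plus 3 SD, cut at about 27% in these data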;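 note: 0% = acetylcholine EC80 with DMSO and 100% = DMSO without agonist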
M1 antag = human M1 muscarinic receptor antagonists, primary screen, CHO-K1 cells, Fluo-8 calcium fluorescence, 1536-well | CHO-K1 hM1, ACh EC80 antagonist | 1.3% of 360,000 active | Muscarinic acetylcholine receptor M1 (Homo sapiens), P11229 | inhibition, % at 3 µM;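 active = percent inhibition above its own plate's cutoff, namely the mean of that plate's compound wells plus 3 SD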;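 note: peak over basal fluorescence ratio during 140 s after agonist addition; 0% = ACh EC80 plus DMSO and 100% = DMSO alone without agonist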
Target sequence (P11229 whole entry, looked up): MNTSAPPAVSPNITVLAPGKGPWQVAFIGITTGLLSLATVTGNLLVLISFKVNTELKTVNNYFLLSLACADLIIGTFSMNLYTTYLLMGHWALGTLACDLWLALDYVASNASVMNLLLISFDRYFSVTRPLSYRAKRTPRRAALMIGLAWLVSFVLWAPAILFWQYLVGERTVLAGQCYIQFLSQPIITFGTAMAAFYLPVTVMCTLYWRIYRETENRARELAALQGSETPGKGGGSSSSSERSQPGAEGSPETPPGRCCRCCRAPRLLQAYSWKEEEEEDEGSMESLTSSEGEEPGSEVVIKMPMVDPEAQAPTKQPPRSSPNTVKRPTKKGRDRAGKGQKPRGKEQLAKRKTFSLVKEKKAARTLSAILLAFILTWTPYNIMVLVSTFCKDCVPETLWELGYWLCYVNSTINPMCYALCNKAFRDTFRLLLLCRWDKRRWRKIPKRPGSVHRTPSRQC
CHRM1 PAM = human M1 muscarinic receptor positive allosteric modulators, primary screen, CHO-K1 cells, Fluo-8 calcium fluorescence, 1536-well | CHO-K1 hM1, ACh EC20; 0% = ACh EC20, 100% = maximal ACh | Muscarinic acetylcholine receptor M1 (Homo sapiens), P11229 | activation, % at 3 µM | 0.088% of 360,000 active; in the data active = activation above about 19%, passing the limit was not always enough
M4 ag = human M4 muscarinic receptor agonists, primary screen, CHO-K1 cells, Fluo-8 calcium fluorescence; Muscarinic acetylcholine receptor M4 (Homo sapiens), P08173; CHO-K1 hM4/Gqi5; vehicle 0%, full acetylcholine response 100%; activation, % at 3 µM; 0.14% of 360,000 active;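 active = activation above the run mean over all test wells plus 3 SD, cut at about 32% in these data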;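 note: peak over basal fluorescence ratio per well then scaled between controls; 0% = DMSO wells and 100% = acetylcholine at EC100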
CHRM1 agonist = human M1 muscarinic receptor agonists, primary screen, Fluo-8 calcium fluorescence, CHO-K1 cells, HTS. activation, % at 3 µM. Muscarinic acetylcholine receptor M1 (Homo sapiens), P11229. 0.33% of 360,000 active. CHO-K1 hM1, agonist mode; 0% DMSO, 100% acetylcholine EC100;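 active = activation above the run's mean compound activation plus 3 SD, cut at about 16% in these data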;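 note: peak over basal fluorescence ratio within a 140 s kinetic read after compound addition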
CHRM5 PAM = human M5 muscarinic receptor positive allosteric modulators, primary screen, CHO-K1 cells, Fluo-8 calcium fluorescence. AID 624038, 2012. CHO-K1 hM5, ACh EC20 PAM; 0% = ACh EC20, 100% = ACh EC100. activation, % at 3 µM. Muscarinic acetylcholine receptor M5 (Homo sapiens), P08912. 0.3% of 360,000 active;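 active = activation above the run cutoff, the mean activation of all test compounds plus 3 SD, cut at about 18% in these data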
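System: CHO-K1 cell line with stable human muscarinic M5 receptor expression | Also added: EC20 acetylcholine as agonist stimulus | Compound: One concentration, 3 µM final (nominal) | Timing: Fluo-8 loading 80 min at 37 °C plus 30 min room temperature | Measured by: Fluo-8 calcium dye fluorescence, kinetic read | Read-out basis: % activation, ACh-normalized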
CHRM4 antagonist = human M4 muscarinic receptor antagonists, primary screen, CHO cells, Fluo-8 calcium fluorescence | Muscarinic acetylcholine receptor M4 (Homo sapiens), P08173 | CHO-hM4 cells, ACh EC80 | inhibition, % at 3 µM | 0.73% of 360,000 active | AID 624125, 2012;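 active = inhibition above its plate's cutoff, the mean inhibition of sample wells plus 3 SD, cut at about 27% in these data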;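 note: 0% = acetylcholine EC80 with DMSO and 100% = DMSO without agonist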
Starred values were filed as active, the others as inactive.

For O=C(O)CSc1nc(SCc2ccccc2Cl)nc2c1CCCC2 the results were CHRM5 agonist 1.4, TAAR1 ag -0.2, M5 antag -2.6, M1 antag -18.2, CHRM1 PAM 14.2, M4 ag 0.4, CHRM1 agonist 3.2, CHRM5 PAM 4.8 and CHRM4 antagonist -3.4.
CC(=O)Oc1ccc(C(=O)Nc2ccccc2C(=O)Nc2ccc(C(=O)O)cc2)cc1 was read as CHRM5 agonist 9.9, TAAR1 ag 0.5, M5 antag 6.7, M1 antag -11.3, CHRM1 PAM 6.9, M4 ag -0.1, CHRM1 agonist -1.9, CHRM5 PAM 5.5 and CHRM4 antagonist 9.4.
Screening COC(=O)c1cccc(NC(=O)NC23CC4CC(CC(C4)C2)C3)c1 returned CHRM5 agonist -0.4, TAAR1 ag 10.6, M5 antag 3.0, M1 antag -19.9, CHRM1 PAM 8.5, M4 ag 0.3, CHRM1 agonist -3.7, CHRM5 PAM 3.4 and CHRM4 antagonist 3.1.
Screening CC(C)(C)CN1CCC(Oc2cccc(C(=O)NCCCOc3cccnc3)c2)CC1 returned CHRM5 agonist -7.7, TAAR1 ag 2.9, M5 antag 37.8*, M1 antag 17.1, CHRM1 PAM -2.6, M4 ag 3.9, CHRM1 agonist -4.6, CHRM5 PAM -11.4 and CHRM4 antagonist 68.0*.
For Cc1ccc(S(=O)(=O)N2CCCN(S(=O)(=O)c3ccccc3Br)CC2)cc1 the results were CHRM5 agonist 1.0, TAAR1 ag 2.9, M5 antag -3.6, M1 antag 11.1, CHRM1 PAM -8.5, M4 ag 7.1, CHRM1 agonist 0.6, CHRM5 PAM -8.1 and CHRM4 antagonist 0.5.
For CCCCC(=O)NC(c1ccc(OC)cc1)c1ccc2cccnc2c1O (stereo unspecified) the results were CHRM5 agonist -1.8, TAAR1 ag 2.9, M5 antag -0.7, M1 antag -10.4, CHRM1 PAM 3.9, M4 ag 1.8, CHRM1 agonist -4.2, CHRM5 PAM 0.3 and CHRM4 antagonist -18.0.
For O=C(C1CCCO1)N1CCN(C(=S)NC2CC2)CC1 (stereo unspecified) the results were CHRM5 agonist -0.4, TAAR1 ag 4.0, M5 antag 0.8, M1 antag -10.8, CHRM1 PAM 9.3, M4 ag 0.7, CHRM1 agonist -3.8, CHRM5 PAM 5.5 and CHRM4 antagonist -7.5.
CN1CCN(C(=S)c2ccc(OCC(=O)Nc3cccc(C(F)(F)F)c3)cc2)CC1 was read as CHRM5 agonist 3.3, TAAR1 ag 9.7, M5 antag 7.0, M1 antag 13.7, CHRM1 PAM -5.0, M4 ag 13.4, CHRM1 agonist 0.2, CHRM5 PAM -13.9 and CHRM4 antagonist 8.1.
Screening COc1ccc(C(=O)c2cc([N+](=O)[O-])ccc2N2CCN(C)CC2)cc1 returned CHRM5 agonist -5.8, TAAR1 ag 3.7, M5 antag -7.8, M1 antag 1.7, CHRM1 PAM -5.8, M4 ag 2.5, CHRM1 agonist -13.7, CHRM5 PAM 0.3 and CHRM4 antagonist -8.3.
For CC[C@H](C)[C@@H](CN[C@H](C)CNC)NCCC(c1ccccc1)c1ccccc1 the results were CHRM5 agonist -8.1, TAAR1 ag 10.8, M5 antag 13.9, M1 antag 13.9, CHRM1 PAM -16.5, M4 ag 1.2, CHRM1 agonist -14.7, CHRM5 PAM -4.9 and CHRM4 antagonist 14.7.
For O=c1[nH]c2ccccc2nc1C(Nc1ccccc1)c1ccccc1 (stereo unspecified) the results were CHRM5 agonist 1.6, TAAR1 ag -2.7, M5 antag 0.7, M1 antag -20.4, CHRM1 PAM -0.5, M4 ag -0.2, CHRM1 agonist -1.4, CHRM5 PAM -0.5 and CHRM4 antagonist -2.5.
`CCOC(=O)c1c(NC(C)=O)sc2c1CCN(Cc1ccccc1)C2` gave CHRM5 agonist 7.3, TAAR1 ag 4.5, M5 antag -2.2, M1 antag -10.4, CHRM1 PAM 2.2, M4 ag 7.4, CHRM1 agonist 1.3, CHRM5 PAM -4.7 and CHRM4 antagonist -25.4.
Screening CC1=C(C(=O)c2ccccc2)C(c2ccc(O)cc2)NC(=S)N1 (stereo unspecified) returned CHRM5 agonist -2.8, TAAR1 ag 0.5, M5 antag -4.3, M1 antag -11.9, CHRM1 PAM 6.7, M4 ag 0.6, CHRM1 agonist -0.6, CHRM5 PAM 1.0 and CHRM4 antagonist -0.6.
For CC1CCCCC1NC(=O)Cn1cnc2c1c(=O)n(C)c(=O)n2C (stereo unspecified) the results were CHRM5 agonist 2.3, TAAR1 ag 1.1, M5 antag -5.7, M1 antag -4.4, CHRM1 PAM 3.6, M4 ag 0.3, CHRM1 agonist 0.7, CHRM5 PAM 8.5 and CHRM4 antagonist -14.3.
CC(OC(=O)C1CCN(c2ccc(C(F)(F)F)cn2)CC1)C(=O)c1ccccc1 (stereo unspecified) was read as CHRM5 agonist -2.9, TAAR1 ag -1.4, M5 antag -1.1, M1 antag -9.5, CHRM1 PAM 6.8, M4 ag -1.3, CHRM1 agonist -2.6, CHRM5 PAM -3.3 and CHRM4 antagonist -5.1.
Screening O=C(O)c1ccc2[nH]c3c(c2c1)CSCC3 returned CHRM5 agonist 1.8, M5 antag 3.4, M1 antag -1.6, CHRM1 PAM 4.7, M4 ag -0.8, CHRM1 agonist -0.7, CHRM5 PAM 0.7 and CHRM4 antagonist -2.8.
For CC12CCC(C(=NO)C1=O)C2(C)C (stereo unspecified) the results were CHRM5 agonist 0.5, TAAR1 ag 0.8, M5 antag -1.2, M1 antag -25.1, CHRM1 PAM 8.9, M4 ag 2.5, CHRM1 agonist 4.1, CHRM5 PAM 10.9 and CHRM4 antagonist -1.5.
For O=C(c1ccc(F)cc1)C1CCN(C(=O)NCc2ccccc2)CC1 the results were CHRM5 agonist 2.5, TAAR1 ag 3.3, M5 antag -8.0, M1 antag -8.5, CHRM1 PAM 0.3, M4 ag 5.5, CHRM1 agonist 3.0, CHRM5 PAM -3.7 and CHRM4 antagonist -22.6.
CN(C)CCNC(=O)c1ccc2c(c1)NC(=O)c1ccccc1S2 was read as CHRM5 agonist -4.9, TAAR1 ag 6.6, M5 antag 11.1, M1 antag -9.7, CHRM1 PAM 7.2, M4 ag 0.5, CHRM1 agonist -9.0, CHRM5 PAM 3.5 and CHRM4 antagonist 5.4.
`Cc1ccc(NS(=O)(=O)c2ccc(NC(=O)c3cccc(NC(=O)C(C)C)c3)cc2)cc1` gave CHRM5 agonist 1.4, TAAR1 ag 8.0, M5 antag 9.5, M1 antag 7.6, CHRM1 PAM 6.6, M4 ag 4.9, CHRM1 agonist -0.7, CHRM5 PAM -5.1 and CHRM4 antagonist 19.6.
For COc1ccc(CNC(=O)COC(=O)CCc2c[nH]c3ccccc23)cc1 the results were CHRM5 agonist -4.8, TAAR1 ag -0.1, M5 antag 0.2, M1 antag 5.1, CHRM1 PAM 5.4, M4 ag 0.5, CHRM1 agonist 0.4, CHRM5 PAM -3.1 and CHRM4 antagonist -8.0.
Cn1c(NC(=O)c2ccccc2)nc2ccccc21 was read as CHRM5 agonist 0.9, TAAR1 ag 1.2, M5 antag 2.9, M1 antag -7.5, CHRM1 PAM 3.5, M4 ag 0.9, CHRM1 agonist -4.9, CHRM5 PAM 0.5 and CHRM4 antagonist -0.1.
`COc1ccc(-c2nc(N)ncc2Oc2ccccc2Br)c(O)c1` gave CHRM5 agonist -1.3, TAAR1 ag 20.8, M5 antag -9.4, M1 antag 5.1, CHRM1 PAM -3.7, M4 ag -0.5, CHRM1 agonist -4.5, CHRM5 PAM 1.3 and CHRM4 antagonist -1.4.
For Cc1cc(C)n(/N=C/c2c[nH]c3ccccc23)c(=O)c1C#N the results were CHRM5 agonist 1.1, TAAR1 ag 2.4, M5 antag -1.3, M1 antag -8.4, CHRM1 PAM 10.6, M4 ag 0.4, CHRM1 agonist -4.9, CHRM5 PAM 7.0 and CHRM4 antagonist -2.9.
CC(=O)Nc1cccc(OCc2c(F)cccc2Cl)c1 was read as CHRM5 agonist -3.6, TAAR1 ag 4.4, M5 antag 4.1, M1 antag -3.2, CHRM1 PAM 13.3, M4 ag 2.2, CHRM1 agonist -8.9, CHRM5 PAM 2.7 and CHRM4 antagonist -6.2.
For CS(=O)(=O)Nc1ccc(C(=O)NCc2ccc3c(c2)OCO3)cc1 the results were CHRM5 agonist 1.7, TAAR1 ag -2.5, M5 antag -4.7, M1 antag 23.0, CHRM1 PAM -11.6, M4 ag 0.9, CHRM1 agonist -3.8, CHRM5 PAM -1.5 and CHRM4 antagonist 13.3.
Screening COC(=O)C1=C(C)N(Cc2ccccc2)C(=O)N[C@H]1c1ccccc1 returned CHRM5 agonist -1.1, TAAR1 ag 10.7, M5 antag -1.9, M1 antag -5.0, CHRM1 PAM 13.9, M4 ag 0.9, CHRM1 agonist 2.0, CHRM5 PAM 2.3 and CHRM4 antagonist 9.1.
Screening Cc1ccc(Nc2ccc(S(=O)(=O)N3CCOCC3)cc2[N+](=O)[O-])c(C)c1 returned CHRM5 agonist -4.0, TAAR1 ag -3.3, M5 antag 19.3, M1 antag 1.0, CHRM1 PAM -5.4, M4 ag 5.8, CHRM1 agonist -13.2, CHRM5 PAM -8.2 and CHRM4 antagonist 4.1.
`COc1ccccc1CN1CC(C(=O)N(C)CCc2nc3ccc(F)cc3[nH]2)CCC1=O` (stereo unspecified) gave CHRM5 agonist 0.3, TAAR1 ag 0.8, M5 antag 4.9, M1 antag -15.4, CHRM1 PAM 7.8, M4 ag 0.6, CHRM1 agonist -3.2, CHRM5 PAM -1.8 and CHRM4 antagonist 1.3.
`CN(C)CCCN(C(=O)c1ccc(S(=O)(=O)N2CCOCC2)cc1)c1nc2cc3c(cc2s1)OCO3` gave CHRM5 agonist -8.1, TAAR1 ag 3.7, M5 antag 13.2, M1 antag -7.8, CHRM1 PAM 4.3, M4 ag 2.1, CHRM1 agonist -5.1, CHRM5 PAM -2.7 and CHRM4 antagonist -3.0.
For CCOc1ccc(N2CC(C(=O)Nc3ccc(S(=O)(=O)N4CCOCC4)cc3)CC2=O)cc1 (stereo unspecified) the results were CHRM5 agonist 2.8, TAAR1 ag 0.8, M5 antag -2.6, M1 antag 0.9, CHRM1 PAM -1.4, M4 ag -0.4, CHRM1 agonist -5.2, CHRM5 PAM 8.8 and CHRM4 antagonist 3.8.

Bioassay records deposited in PubChem BioAssay by The Scripps Research Institute Molecular Screening Center.

Only part of the results is shown. The share of hits here may be higher or lower than overall.
